High-throughput results from PubChem.
CaV13 ICDI inh – Disruptors of the CACNA1D IQ motif to Ca2+-dependent inactivation inhibitor domain association, primary screening, Förster resonance energy transfer in intact living … | inhibition, % at 12.3 µM | 0.098% of 340,000 active | HEK cells, CFP/YFP FRET ICDI-IQ, plate reader, 10 min; percent FRET-ratio fall versus neutral wells;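 active = mean replicate inhibition of at least 30% and at least 1% of replicates passing that level; inconclusive = only one of the two criteria is met; inactive = neither criterion is met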;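 also: 0% = median of the neutral control wells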
TRPM1 prom inh – inhibitors of MITF-driven TRPM1 promoter in melanoma cells; SK-MEL-5 TRPM1 promoter luciferase, 24 h; inhibition, % at 12.5 µM; 0.83% of 330,000 active; AID 488899;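 active = mean inhibition across replicates of 60% or more, whatever share of single replicates reaches that level; inconclusive = some that reach 60%, reason not given; inactive = mean inhibition across replicates below 60%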; also: values of inactives mirror those of a sister screen read the other way
PDI turbidity – PDI (human) enzyme inhibition | AID 588391 | inhibition, % at 10 µM | PDI insulin aggregation turbidity, A650, 90 min | P07237 | 0.052% of 350,000 active;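 active = mean inhibition across replicates of 30% or more, whatever share of single replicates reach that level; inconclusive = mean inhibition below 30% while every single replicate reaches 30%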;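 also: absorbance from insulin aggregation driven by PDI reduction with DTT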
Target sequence (P07237 whole entry, looked up): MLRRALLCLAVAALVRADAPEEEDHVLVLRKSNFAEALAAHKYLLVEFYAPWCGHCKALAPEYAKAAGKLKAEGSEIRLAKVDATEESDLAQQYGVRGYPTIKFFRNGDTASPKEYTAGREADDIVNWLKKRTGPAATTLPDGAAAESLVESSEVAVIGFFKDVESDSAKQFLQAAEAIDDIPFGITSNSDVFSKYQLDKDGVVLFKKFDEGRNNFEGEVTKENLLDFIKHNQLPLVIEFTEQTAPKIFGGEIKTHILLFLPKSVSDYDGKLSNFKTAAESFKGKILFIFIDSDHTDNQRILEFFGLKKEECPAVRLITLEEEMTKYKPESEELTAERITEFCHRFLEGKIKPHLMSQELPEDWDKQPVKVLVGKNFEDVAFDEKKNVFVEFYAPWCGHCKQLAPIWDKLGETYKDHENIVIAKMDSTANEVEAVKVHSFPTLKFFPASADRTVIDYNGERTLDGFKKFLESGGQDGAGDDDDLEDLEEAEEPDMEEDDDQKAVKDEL
H9c2 protect – myocardial damage modulation in H9c2 cells; H9c2 cardiomyocytes, H2O2 injury protection, ATPLite, 2 h; protection from H2O2 cell death, % at 20 µM; 0.63% of 360,000 active;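 active = compounds giving at least 50% protection of heart cells from peroxide-induced death in the single-dose screen, raw or plate-pattern-corrected value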;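 also: 0% = DMSO wells with peroxide and 100% = DMSO wells without peroxide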
Peg3 promoter – Peg3 promoter activity inhibition. HeLa PEG-Prom luciferase reporter, luminescence, overnight. inhibition, % at 20 µM. 1.7% of 360,000 active. AID 588405;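 active = inhibition of at least 50% at 20 µM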
HTR2A ag – activates the mouse 5-HT2A serotonin receptor | P35363 | CHO-K1 mHTR2A beta-arrestin complementation, luminescence; percent of 30 µM serotonin response | activation, % at 7.6 µM | 0.66% of 360,000 active | AID 624169;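 active = activation above a run cutoff, the mean activation of all tested compounds plus 3 SD, cut at about 14% in these data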;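 also: 0% = plate median of compound wells and 100% = 30 µM serotonin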
hiPSC survival – hiPSC single-cell survival enhancement. ATPlite luminescence; 100% = ROCK inhibitor wells, 0% = DMSO. survival enhancement, % at 20 µM. 0.044% of 360,000 active. AID 602274; in the data active = survival enhancement above about 18%;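 also: cells exposed to compounds for 16 hours before the ATP read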
HIF-2a block – HIF-2a inhibition. 786-0 RCC cells HIF-2a reporter, luciferase luminescence, overnight. inhibition, % at 18.8 µM. 0.72% of 360,000 active. AID 624352;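 active = inhibition of the luminescence signal of 40% or more relative to plate controls, in a single-dose primary screen at 18.75 µM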
Shn3 3UTR inh – inhibitors of Schnurri-3 3'UTR reporter in osteoblasts | inhibition, % at 12.5 µM | Clone20 osteoblast Shn3 3'UTR firefly luciferase, 24 h | 0.52% of 360,000 active;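 active = mean inhibition of at least 75% with every replicate also reaching 75%; inconclusive = mean inhibition at least 75% but some replicate below; inactive = mean inhibition below 75%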;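 also: 0% = median of neutral control wells and 100% = pilot-screen positive control compound; some compounds past the cut are filed as inactive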
NR2E3 ag-1 – human photoreceptor-specific nuclear receptor agonism. Q9Y5X4. CHO-S Gal4-NCOR/VP16-NR2E3 two-hybrid, luciferase. inhibition of corepressor binding, % at 3.98 µM. 0.35% of 360,000 active. AID 602229;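 active = inhibition above the mean of all tested compounds plus 3 SD, cut at about 70% in these data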;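 also: 0% = DMSO with NR2E3 transfected cells and 100% = cells lacking NR2E3 construct; higher means lower luciferase signal from less NR2E3 corepressor binding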
Target sequence (Q9Y5X4 whole entry, looked up, the tested form may be a part): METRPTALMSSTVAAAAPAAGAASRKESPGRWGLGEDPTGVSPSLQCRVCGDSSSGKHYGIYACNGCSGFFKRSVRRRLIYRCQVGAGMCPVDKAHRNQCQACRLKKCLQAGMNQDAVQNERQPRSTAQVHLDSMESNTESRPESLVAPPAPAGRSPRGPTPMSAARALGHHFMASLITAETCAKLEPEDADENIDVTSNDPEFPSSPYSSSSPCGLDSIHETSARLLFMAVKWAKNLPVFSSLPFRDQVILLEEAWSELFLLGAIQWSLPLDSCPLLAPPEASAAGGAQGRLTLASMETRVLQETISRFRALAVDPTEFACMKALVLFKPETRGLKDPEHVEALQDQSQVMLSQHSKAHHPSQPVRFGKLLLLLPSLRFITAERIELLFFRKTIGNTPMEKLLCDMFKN
NR2E3 ag-2 – agonists of human nuclear receptor NR2E3; Q9Y5X4; 0.12% of 320,000 active; inhibition of corepressor binding, % at 4.78 µM; GST-NR2E3/biotin-RetCOR TR-FRET, 1536-well; AID 2300;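 active = percent inhibition above the cutoff of mean plus 3 SD of all tested compounds, set per screening campaign, cut at about 20% in these data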;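 also: 0% = DMSO wells and 100% = biotin wells as full block of FRET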
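system = GST-tagged NR2E3 plus biotinylated RetCOR corepressor | input = 1.35 nM GST-NR2E3 | also added = 7 nM biotin-RetCOR | schedule = 5 h incubation at 4 °C | measured by = TR-FRET with europium anti-GST and streptavidin-D2, 340 nm excitation | read-out = percent loss of FRET ratio relative to control wells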
The depositor's hits bear a star; ? = inconclusive; . = no result given. This is a random part of the collection; overall some 3.9% were active at least once.

Sample of the layout (eleven entries):
SMILES	CaV13 ICDI inh	TRPM1 prom inh	PDI turbidity	H9c2 protect	Peg3 promoter	HTR2A ag	hiPSC survival	HIF-2a block	Shn3 3UTR inh	NR2E3 ag-1	NR2E3 ag-2
O=C(CCc1nc2ccccc2c(=O)[nH]1)Nc1cc(Cl)ccc1N1CCCC1	-4	10	-8	38	23	-5	0.6	6	-5	0	2
COc1ccc(/C=C/C(=O)Nc2cccc(N3CCOCC3)c2)cc1OC	-1	-10	15	11	5	-2	1.1	-24	-3	5	-2
N#C/C(Cn1c[n+](NC(=O)Nc2ccccc2)cn1)=N/O	-5	7	16	4	5	0	5.3	-8	-21	2	-2
CC1CN(CC(O)COc2ccccc2C(C)(C)C)CC(C)O1 (centres undefined)	-4	5	-9	-9	23	-2	-1.1	13	10	-12	0
O=C(NNS(=O)(=O)c1ccccc1C(F)(F)F)c1cccc(S(=O)(=O)Nc2ccccc2Cl)c1	-7	4	6	9	-9	-2	-0.9	14	15	-15	1
COc1ccc(NC(=O)c2cn(C)c(=O)c3cc(OC)c(OC)cc23)cc1OC	-17	3	-2	14	-1	1	1.1	13	8	-1	-3
O=C(NCCCn1ccnc1)c1nc(Cn2ccc([N+](=O)[O-])n2)no1	-7	-1	0	3	8	-2	-0.5	-3	7	-22	5
COc1ccc(OC)c(NC(=O)c2ccc(NS(C)(=O)=O)cc2)c1	-8	15	4	-5	3	0	-2.3	11	4	16	0
N/C(COc1ncn(-c2ccccc2)n1)=N\S(=O)(=O)c1ccccc1	-7	-2	-7	8	11	3	-1.1	20	-7	5	3
CCN1c2ccccc2NC2N=C(OC)C(c3ccccc3)C21 (centres undefined)	.	87*	2	-4	7	-4	-1.7	-16	47	41	-2
Cc1cc(C)n(CCCNC(=O)Cn2nnnc2CN2C[C@@H](C)O[C@@H](C)C2)n1	-15	-3	-4	0	-9	-4	0.4	11	-14	-13	-2

This part in full, from the start:
SMILES	CaV13 ICDI inh	TRPM1 prom inh	PDI turbidity	H9c2 protect	Peg3 promoter	HTR2A ag	hiPSC survival	HIF-2a block	Shn3 3UTR inh	NR2E3 ag-1	NR2E3 ag-2
O=C(CCc1nc2ccccc2c(=O)[nH]1)Nc1cc(Cl)ccc1N1CCCC1	-4	10	-8	38	23	-5	0.6	6	-5	0	2
COc1ccc(/C=C/C(=O)Nc2cccc(N3CCOCC3)c2)cc1OC	-1	-10	15	11	5	-2	1.1	-24	-3	5	-2
N#C/C(Cn1c[n+](NC(=O)Nc2ccccc2)cn1)=N/O	-5	7	16	4	5	0	5.3	-8	-21	2	-2
CC1CN(CC(O)COc2ccccc2C(C)(C)C)CC(C)O1 (centres undefined)	-4	5	-9	-9	23	-2	-1.1	13	10	-12	0
O=C(NNS(=O)(=O)c1ccccc1C(F)(F)F)c1cccc(S(=O)(=O)Nc2ccccc2Cl)c1	-7	4	6	9	-9	-2	-0.9	14	15	-15	1
COc1ccc(NC(=O)c2cn(C)c(=O)c3cc(OC)c(OC)cc23)cc1OC	-17	3	-2	14	-1	1	1.1	13	8	-1	-3
O=C(NCCCn1ccnc1)c1nc(Cn2ccc([N+](=O)[O-])n2)no1	-7	-1	0	3	8	-2	-0.5	-3	7	-22	5
COc1ccc(OC)c(NC(=O)c2ccc(NS(C)(=O)=O)cc2)c1	-8	15	4	-5	3	0	-2.3	11	4	16	0
N/C(COc1ncn(-c2ccccc2)n1)=N\S(=O)(=O)c1ccccc1	-7	-2	-7	8	11	3	-1.1	20	-7	5	3
CCN1c2ccccc2NC2N=C(OC)C(c3ccccc3)C21 (centres undefined)	.	87*	2	-4	7	-4	-1.7	-16	47	41	-2
Cc1cc(C)n(CCCNC(=O)Cn2nnnc2CN2C[C@@H](C)O[C@@H](C)C2)n1	-15	-3	-4	0	-9	-4	0.4	11	-14	-13	-2
COc1cccc(C2C(C(=O)c3ccc(C)o3)=C(O)C(=O)N2CCN2CCOCC2)c1 (centres undefined)	.	1	0	0	9	1	0.9	-25	1	-26	9
NC(=O)c1nn(-c2ccccc2)nc1NC(=O)CN1CCCCC1	-6	2	2	2	-6	2	0.8	11	-29	6	8
CC1Cc2ccccc2N1C(=O)c1ccc2c(c1)OCO2 (centres undefined)	-5	-1	-5	0	-6	4	-0.5	-1	-8	-19	1
CC1CN(C(=O)COC(=O)c2ccc(Cl)nc2)CC(C)O1 (centres undefined)	.	9	6	1	3	2	0.1	18	-31	-9	-4
CCOc1ccc(C(=O)NCCn2cc(SCC(=O)Nc3cc(C)on3)c3ccccc32)cc1	-4	7	-9	9	-29	-6	-3.6	-42	-5	-2	6
COc1ccccc1C1(O)C(=O)Nc2ccc(C)cc21 (centres undefined)	-20	9	8	-2	13	12	0.2	13	-1	-30	3
CC1(C)CC(CCNC(=O)CCl)(c2ccccc2)CCO1 (centres undefined)	-3	5	-2	-2	-11	-5	-0.6	5	9	-12	-1
Cn1c(CNC(=O)OC(C)(C)C)nnc1SCC(=O)N1CCOCC1	4	2	6	1	7	0	-0.3	10	2	20	4
O=[N+]([O-])c1cccc(S(=O)(=O)c2ccc(N3CCCCC3)c([N+](=O)[O-])c2)c1	-5	6	-6	-15	11	-9	-0.5	17	37	-11	1
COc1ccc(-c2csc(NC(=S)NC(=O)/C=C/c3ccc(C(C)C)cc3)n2)cc1OC	.	10	-4	5	-5	-1	0.9	-17	15	-9	-1
CCC(C)NC(=O)c1ccc(N2CCC3(CC2)OCCO3)c([N+](=O)[O-])c1 (centres undefined)	-2	-29	-4	2	-20	-1	-1.5	-47	-22	-32	-3
Cn1c(SCC(=O)Nc2sccc2C(N)=O)nnc1-c1ccncc1	5	0	8	2	6	5	-0.4	15	-7	-4	5
CC1C=CCC2C(=O)N(c3ccccc3OC(=O)c3ccco3)C(=O)C12 (centres undefined)	-4	-1	1	0	8	3	-0.1	5	10	24	1
Cc1cccc(NC(=O)c2cccc(Cn3cc(Br)c([N+](=O)[O-])n3)c2)c1C	.	-4	-5	-20	8	3	10	-23	11	-27	1
C=CCn1c(COc2cccc3ccc(C)nc23)nnc1SCC(N)=O	-4	-1	-3	3	-5	0	-2.3	2	-1	0	1
O=C(CCCc1c[nH]c2ccccc12)NCC1COc2ccccc2O1 (centres undefined)	-1	3	2	-1	13	-6	-0.7	4	-13	-11	3
COc1ccc(C(=O)NCCS(=O)(=O)NCCc2ccccc2)cc1	-5	-69	0	-12	-212	6	-0.5	-146	-120	-106	2
Cn1cccc1CC(=O)N/N=C/c1ccco1	-5	-3	-2	-3	9	5	-0.3	10	-25	14	-1
CC(=O)Nc1ccc(NC(=O)C(C)OC(=O)CCC2CCCC2)cc1 (centres undefined)	-17	3	-16	11	-8	2	0.0	7	8	8	-2
COc1ccc(/C=N/NC(=O)c2cccnc2)cc1O	-2	-18	-5	-3	10	0	-0.1	9	-15	-30	0
COc1cc2c(cc1OC)CN(c1ccc3ccccc3n1)CC2	-5	-57	2	-1	-93	-10	-0.3	-227	-25	-59	7
CCOC(=O)[C@]12CCC=C1N(Cc1ccccc1)C(=O)[C@H](CC(=O)NCCCN1CCCC1=O)C2	-8	.	.	.	.	6	0.3	17	.	6	.
CCOC(=O)CSc1nc(NC#N)nc(N(CC)CC)n1	-4	9	2	2	-5	2	2.0	3	5	14	1
Cn1c(SCC(=O)N2c3ccccc3CCc3ccccc32)nnc1-c1cc2ccccc2cc1O	-5	27	4	-7	31	-4	3.6	21	9	12	2
CCOC(=O)c1c(C)nn(-c2ncccc2NC(=O)NC(C)C)c1C	-4	12	-15	8	5	2	0.7	16	13	6	2
O=C(c1ccco1)C(O)c1ccco1 (centres undefined)	-20	-11	-4	4	11	-10	0.4	-4	-19	-4	-3
C[C@@H]1CC=C[C@H]2[C@H]1C(=O)N(Cc1ccccc1)[C@H]2c1ccc(-c2cc3ccccc3s2)cc1F	-2	-42	-4	-6	-245	-1	-2.4	-149	-84	1	2
COc1ccc2cc3cc(C(=O)Nc4ccc5c(c4)OCO5)oc3nc2c1	-4	-14	-2	-10	26	4	0.1	-31	6	1	3
CC(C)(C)c1cc(C(=O)N/N=C/c2ccc(O)cc2)n(-c2ccccc2)n1	-4	3	-2	-2	4	-1	2.2	-8	-12	3	0
CCCn1nnnc1NCc1ccc(N(CC)CC)cc1	-5	2	-20	2	-2	-4	0.2	11	0	-8	1
O=C(CSc1nnnn1-c1ccccc1)Nc1ccc(Cl)cn1	.	-2	-10	3	5	5	2.7	-8	13	33	4
COc1ccc(NC(=O)c2ccccc2-c2ccc(C(F)(F)F)cc2)cc1S(=O)(=O)N1CCOCC1	-5	14	-4	10	19	-4	-1.5	14	17	-9	-1
Cc1ccc(C(C(=O)NC2CCCCC2)N(Cc2cccnc2)C(=O)c2csnn2)cc1 (centres undefined)	-2	8	9	-3	-5	6	-0.3	5	3	-19	2
CCOC(=O)c1sc(SCC(=O)Nc2ccc(N(C)C)cc2)nc1N	-5	15	-8	2	11	-5	-1.0	11	-7	-4	-11
Nc1nc(N)c2cc(CNc3ccc(Cl)c(Cl)c3)ccc2n1	-7	.	-1	-12	110*	-6	-2.0	10	?	15	.
COc1ccc(C2=NN(C(=O)CSc3ncccn3)C(c3cccc(OC)c3OC)C2)cc1 (centres undefined)	-13	-11	4	15	6	9	-0.4	7	3	0	0
COc1ccc(C(=O)Oc2cc(N)n(S(=O)(=O)c3ccccc3)n2)cc1	97*	23	-5	1	6	2	-1.9	13	7	21	2
O=C(Cn1cnc2c(oc3ccccc32)c1=O)N1CCCc2ccccc21	-5	7	-2	10	-55	3	-2.0	-146	-26	-34	2
